V1aR counter = agonists of human V1a receptor, primary screen, counter-screen for OXTR agonist project, fluorescence, CHO-V1R cells | Fluo-8 calcium fluorescence, agonist mode; 0% DMSO, 100% 3 nM vasopressin | activation, % at 3 µM | 0.25% of 320,000 active | AID 2797, 2010;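 active = activation above the mean activation of all tested compounds plus 3 SD, per screening run, cut at about 20% in these data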;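 note: signal is peak over basal fluorescence ratio across a 100 second FLIPR read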
Target sequence (P37288 whole entry, looked up): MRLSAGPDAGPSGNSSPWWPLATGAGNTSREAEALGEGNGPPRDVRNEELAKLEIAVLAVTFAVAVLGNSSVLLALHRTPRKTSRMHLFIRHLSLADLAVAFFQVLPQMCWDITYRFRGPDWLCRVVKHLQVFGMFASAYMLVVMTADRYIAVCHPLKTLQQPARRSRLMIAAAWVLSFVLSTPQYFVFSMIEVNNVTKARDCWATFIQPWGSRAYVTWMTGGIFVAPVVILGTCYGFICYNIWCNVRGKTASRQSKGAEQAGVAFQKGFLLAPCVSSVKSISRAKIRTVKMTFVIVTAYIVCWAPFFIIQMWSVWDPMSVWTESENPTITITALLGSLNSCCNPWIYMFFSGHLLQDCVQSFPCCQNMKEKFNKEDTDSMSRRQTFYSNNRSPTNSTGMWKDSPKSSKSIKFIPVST
TAAR1 agonist = human TAAR1 agonists, primary screen, Fluo-8 calcium fluorescence, CHO RD-HGA16 cells. vehicle wells 0%, saturating PEA agonist 100%. activation, % at 3 µM. 0.99% of 360,000 active. AID 624467, 2012;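 active = activation above the mean activation of all test compounds in the run plus 3 SD, cut at about 38% in these data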
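Test system: RD-HGA16 (CHO) cells co-expressing Gα16 and hTAAR1 | Doses: Single dose, 3 µM | Schedule: 17-24 h seeding, 75 min 37 °C dye, 30 min RT | Evaluation: % activation from peak over basal fluorescence ratio, DMSO-to-PEA scaled | Technique: Kinetic Fluo-8 calcium fluorescence | Benchmarks: Low control DMSO, high control PEA (EC100)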
OXTR potentiator = human OXTR potentiators, primary screen, fluorescence, CHO-OTR cells, Fluo-8 calcium. Oxytocin receptor (Homo sapiens), P30559. Fluo-8 calcium fluorescence, potentiator mode; 0% = oxytocin EC15, 100% = EC100. activation, % at 3 µM. 0.061% of 320,000 active. AID 2445, 2010;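 active = activation above that plate's cutoff, the mean activation of tested compounds plus 3 SD, cut at about 6.6% in these data, passing the limit was not always enough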;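 note: 100% uses oxytocin at 75 nM as the full agonist control; some results filed as inactive read as strong as hits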
Target sequence (P30559 whole entry, looked up): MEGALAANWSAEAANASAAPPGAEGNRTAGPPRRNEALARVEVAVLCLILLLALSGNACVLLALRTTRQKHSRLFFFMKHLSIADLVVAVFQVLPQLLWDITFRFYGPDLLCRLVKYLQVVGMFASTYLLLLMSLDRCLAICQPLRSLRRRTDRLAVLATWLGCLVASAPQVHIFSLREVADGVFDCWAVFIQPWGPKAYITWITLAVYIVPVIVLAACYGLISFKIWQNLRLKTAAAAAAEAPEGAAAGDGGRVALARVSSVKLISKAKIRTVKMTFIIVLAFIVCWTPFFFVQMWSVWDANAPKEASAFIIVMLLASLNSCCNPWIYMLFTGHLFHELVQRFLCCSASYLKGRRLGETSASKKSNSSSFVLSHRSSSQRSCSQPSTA
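System: human OTR in CHO cells / Also added: sub-maximal oxytocin, roughly EC15 / Control set: EC15 oxytocin low, 75 nM oxytocin high / Schedule: 6 min compound pre-incubation at room temperature, 100 s kinetic read / Compound: single-point 3.0 µM / Replication: singlicate / Technique: Fluo-8 calcium dye fluorescence / Read-out basis: % activation of max/min ratio relative to oxytocin controls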
CHO parental Ca = ATP-evoked calcium signal inhibitors, parental CHO, primary screen, counter-screen for OX1R antagonist project, cell-based, fluorescence, Fluo-8 calcium dye. parental CHO-K1, ATP-induced calcium, Fluo-8 fluorescence. inhibition, % at 5.6 µM. 0.63% of 330,000 active. AID 463079, 2010;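 active = inhibition above that plate's mean sample inhibition plus 3 SD, cut at about 26% in these data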;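 note: 0% = ATP-challenged DMSO wells and 100% = DMSO wells without ATP; some compounds past the cut are filed as inactive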
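Test system: untransfected parental CHO cell line. Compound: one dose, 5.6 µM nominal. Detection: intracellular calcium via Fluo-8 no-wash fluorescent dye. Measure: % inhibition. Benchmarks: ATP-challenged DMSO wells low, unchallenged DMSO wells high.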
TAAR1 antag = human TAAR1 antagonists, primary screen, Fluo-8 calcium fluorescence, CHO RD-HGA16 cells; Trace amine-associated receptor 1 (Homo sapiens), Q96RJ0; antagonist; inhibition, % at 3 µM; 1.5% of 360,000 active;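 active = inhibition above a per-plate cutoff, the mean inhibition of test compounds on that plate plus 3 SD, cut at about 49% in these data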;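 note: 0% = DMSO plus EC80 beta-PEA response and 100% = DMSO alone without agonist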
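Assay system: RD-HGA16 CHO cells with stable hTAAR1 and Gα16 / Reagent: EC80 β-phenethylamine stimulus / Doses: 3 µM, single point / Timing: dye loading 75 min at 37 °C, then 30 min room temperature / Measured by: Fluo-8 intracellular calcium dye fluorescence, real-time kinetic reads / Controls: vehicle wells and EC80 agonist wells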
Numbers without * were called inactive; / = no result given. These rows are one share of the data, so the mix of outcomes need not match the whole.

SMILES	V1aR counter	TAAR1 agonist	OXTR potentiator	CHO parental Ca	TAAR1 antag
CCN(CC)C(=O)c1sc(NC(=O)c2ccc(OC)c([N+](=O)[O-])c2)c(C#N)c1C	4.0	/	-9	-4	/
COC1=C(N)C(=O)c2nc(-c3nc(C(=O)O)c(C)c(-c4ccc(OC)c(OC)c4O)c3N)ccc2C1=O	0.8	/	-1	-9	/
COc1ccc(-n2c(SCC(=O)N3CCCC3)nc3ccccc3c2=O)cc1	0.8	/	4	-6	/
COc1ccc(C#Cc2ccc3c(=O)c4ccccc4n(C)c3c2)cc1	-0.6	/	-2	-29	/
O=C1c2cccc3cccc(c23)C(=O)N1CCN1CCN(C(=S)Nc2ccc(F)cc2)CC1	1.1	/	-1	-12	/
CCOC(=O)c1[nH]c2ccc(Br)cc2c1NC(=O)CCN1CCCC(C)C1 (configuration not stated)	1.4	/	-4	-14	/
CC(=O)N1CCN(CC(=O)O)CC1	0.3	/	-2	0	/
COC(=O)C1CCN(C(=O)COC(=O)Cn2cnnn2)CC1	2.0	/	-5	1	/
O=c1[nH]c(=S)[nH]c2[nH]c(=S)[nH]c12	7.5	/	-4	-2	/
CN(C)CCN1C(=O)C(O)=C(C(=O)c2cc3ccccc3o2)C1c1ccccn1 (configuration not stated)	-0.5	/	-1	8	/
CC(C)(C)N1CCC1C(N)=O (configuration not stated)	1.1	/	-3	-7	/
CC(C)C(NC(=O)C12CC3CC(CC(C3)C1)C2)C(=O)NC1=NCCS1 (configuration not stated)	0.1	/	-9	-33	/
COC(=O)[C@H](Cc1ccccc1)NC(=O)O[C@@H]1C(=O)c2cc(OC)ccc2O[C@H]1c1ccc(OC)c(Br)c1	2.7	/	-17	0	/
COc1ccc(-c2noc(-c3ccc(Cl)cc3)n2)cc1	0.9	/	-7	0	/
O=C(OCn1ncc(Cl)c(Cl)c1=O)c1ccc(F)cc1	-0.8	/	-2	32*	/
COc1ccc(NC(=O)N(C)C[C@H]2OCc3cnnn3CCCC(=O)N([C@H](C)CO)C[C@@H]2C)c(OC)c1	/	0	/	/	7
Nc1[nH]c(C(=O)c2ccccc2)c(-c2cccc3ccccc23)c1C(=O)NCc1ccc(F)c(F)c1	/	2	/	/	-19
COc1ccc(S(=O)(=O)Nc2cc(Sc3ncn[nH]3)c(O)c3ccccc23)cc1	/	43*	/	/	19
COCCCNC(=O)[C@@H](Cc1ccccc1)NC(=O)[C@H]1O[C@@H](n2ccc(=O)[nH]c2=O)[C@H](O)[C@@H]1O	/	0	/	/	-6
COC(=O)/C=C1\OCc2cc(OC)c(OC)cc21	/	0	/	/	-11
COC(=O)[C@]12C[C@H](CC(=O)NCC3CCCCC3)C(=O)N(Cc3ccccc3)C1=C[C@H](C(C)(C)C)O[C@@H]2C	/	-2	/	/	-43
Oc1ccc(F)c(CN2CCN(c3ncc(Cc4ccccc4)cn3)CC2)c1	/	6	/	/	9
COc1ccc(CN2C(=O)CN(S(C)(=O)=O)CC2(C)C(=O)Nc2c(C)cccc2C)cc1 (configuration not stated)	/	1	/	/	-12
Cc1cccc(C)c1NC(=O)C1(C)CN(S(C)(=O)=O)CC(=O)N1CCCn1ccnc1 (configuration not stated)	/	1	/	/	-14
O=C(C(=O)N1CCN(CCN2CCOCC2)CC1)c1ccccc1	/	0	/	/	3
SMILES	V1aR counter	TAAR1 agonist	OXTR potentiator	CHO parental Ca	TAAR1 antag
COC(=O)C1=C(C)N(Cc2ccccc2C(F)(F)F)C(=NCc2ccc(C(F)(F)F)cc2)NC1c1cccc(F)c1 (configuration not stated)	/	9	/	/	-24
Cc1ccccc1C(=O)N[C@H](C(=O)N1CCC[C@H]1C(=O)NC1CCCC1)C1CCCCC1	/	0	/	/	-19
C=CCNc1cccc2c1S(=O)(=O)N[C@H](Cc1ccccc1)CO2	/	3	/	/	12
N#Cc1ccc(S(=O)(=O)N2CCCc3nc(-c4ccc(Br)cc4)ccc32)cc1	/	2	/	/	-6
Cc1ccc(C2=N/C(=C\c3coc4ccccc4c3=O)C(=O)O2)cc1	/	5	/	/	-23
O=C(NC1CCCC1)[C@@H]1CCCN1C(=O)[C@@H](NS(=O)(=O)c1ccc(F)cc1F)c1ccccc1	/	1	/	/	-14
COC(=O)C1=C(C)N(Cc2ccc(C(F)(F)F)cc2)C(=NCc2ccccc2)NC1c1ccccc1 (configuration not stated)	/	34	/	/	51*
COC(=O)[C@H](Cc1ccccc1)N[C@H](c1ccc(OC)cc1)[C@@H](O)Cc1ccccc1	/	0	/	/	6
O=C(N[C@@H]1CC[C@@H](CCn2cc(-c3ccccc3)nn2)O[C@@H]1CO)c1cnccn1	/	1	/	/	2
Cc1ccccc1C1=CC(=O)CC(C)(C)C1=O	/	0	/	/	12
O=C(Cn1cc(COC(=O)c2c3ccccc3cc3ccccc23)nn1)c1ccc(O)cc1	/	3	/	/	4
O=C(Nc1ccc2c(c1)OCCO2)C(c1ccccc1F)n1c(=O)c(-c2ccco2)nc2ccccc21 (configuration not stated)	/	1	/	/	-5
C=CCn1c(=O)n(CC=C)c(=O)n(CC=C)c1=O	/	0	/	/	14
COC(=O)CCN(Cc1ccc(OC)cc1OC)S(=O)(=O)c1ccccc1Br	/	-1	/	/	-24
O=C(C(=O)N1CCC(CNS(=O)(=O)c2ccccc2OC(F)(F)F)CC1)c1cccs1	/	4	/	/	-13
Cc1ccc(-c2nc3ccccc3n2C(C)C(=O)NC(C)(C)C)cc1 (configuration not stated)	/	2	/	/	-6
Cc1ccccc1-c1ccc2c(c1)[C@@H]1C[C@H]3[C@@H](CN1CC2)[C@H](C)OC(c1ccccc1)N3C (some centres not stated)	/	3	/	/	-17
CC(C(=O)NC(C)(C)C)n1c(-c2ccccc2)nc2ccccc21 (configuration not stated)	/	-1	/	/	-1
COC(=O)CC#C[C@H](C)[C@@H](NS(C)(=O)=O)C(C)(C)COCc1ccccc1	/	0	/	/	-7
COC(=O)CCN(Cc1cccc(OC)c1OC)S(=O)(=O)c1ccccc1Br	/	0	/	/	-17
COc1cccc(CC(=O)N2CCN(C(=O)C(=O)c3ccc(OC)c(OC)c3)CC2)c1	/	0	/	/	5
CC12CCC3c4ccc(OCCCO)c([N+](=O)[O-])c4CCC3C1CCC2=O (configuration not stated)	/	4	/	/	17
CO[C@H]1CN(C)C(=O)c2ccc(NC(=O)c3ccc4c(c3)OCO4)cc2OC[C@H](C)N(CC2CC2)C[C@@H]1C	/	2	/	/	-18
O=C(N[C@@H](Cc1cccnc1)C(=O)N1CCC[C@H]1C(=O)NCCc1ccccc1Cl)c1ccco1	/	30	/	/	12
COC(=O)c1[nH]c2ccc(F)cc2c1NC(=O)CCN1CCN(C(=O)c2ccco2)CC1	/	0	/	/	-7

3 entries from above, set out differently:
mol,V1aR counter,TAAR1 agonist,OXTR potentiator,CHO parental Ca,TAAR1 antag
C=CCn1c(=O)n(CC=C)c(=O)n(CC=C)c1=O,/,0,/,/,14
COC(=O)CCN(Cc1ccc(OC)cc1OC)S(=O)(=O)c1ccccc1Br,/,-1,/,/,-24
O=C(C(=O)N1CCC(CNS(=O)(=O)c2ccccc2OC(F)(F)F)CC1)c1cccs1,/,4,/,/,-13

Further records.
SMILES	V1aR counter	TAAR1 agonist	OXTR potentiator	CHO parental Ca	TAAR1 antag
CCN1C(=O)N[C@H]2C[C@@H](c3ccccc3)[C@@H](C)[C@@H](C(=O)N3CCCC3)C[C@H]21	/	1	/	/	-4
O=C(C[C@@H]1C=C[C@@H](NC(=O)Nc2cccc(F)c2)[C@@H](CO)O1)NCC1CCCCC1	/	0	/	/	-14
COC(=O)C1=C(C)N(C)C(=NCc2cccc(C(F)(F)F)c2)NC1c1ccccc1C(F)(F)F (configuration not stated)	/	11	/	/	26
Cc1ccc2nc3n(c(=O)c2c1)-c1ccccc1C(=O)NC3CC(C)C (configuration not stated)	/	2	/	/	-26
Nc1[nH]c(C(=O)c2ccc(Br)cc2)c(-c2ccc(Cl)cc2)c1C(=O)NCCc1c[nH]c2ccccc12	/	2	/	/	-16
CC(C)(C)OC(=O)N1CCc2onc(-c3ccccc3[N+](=O)[O-])c2C1=O	/	0	/	/	0
C[C@H](CO)N1C[C@H](C)[C@@H](CN(C)C(=O)C2CC2)OCc2cn(nn2)CCCC1=O	/	0	/	/	10
COC(=O)C[C@H]1C=C[C@@H](NC(=O)Nc2cccc(OC)c2)[C@@H](CO)O1	/	2	/	/	-26
C[C@@H]1OC(C2CCCCC2)N(C)[C@H]2C[C@H]3c4[nH]c5c(-c6ccccc6)cccc5c4CCN3C(=O)[C@@H]12 (some centres not stated)	/	1	/	/	34
NC(=O)[C@@H]1CCCN1C(=O)[C@@H](Cc1ccccc1)NC(=O)[C@H]1O[C@@H](n2ccc(=O)[nH]c2=O)[C@H](O)[C@@H]1O	/	1	/	/	-23
Cc1cccc(NC(=O)c2nc[nH]c2C(=O)N(C)CCO)c1	/	3	/	/	2
CN1C(c2ccccc2)CC(C)(O)CC1c1ccccc1 (configuration not stated)	/	0	/	/	-13
O=S(=O)(c1ccccc1)N1CCCc2nc(-c3ccc(F)cc3)ccc21	/	5	/	/	37
CO[C@H]1CN(C)C(=O)c2cc(NS(=O)(=O)c3ccccc3)ccc2OC[C@@H](C)N(Cc2ccccn2)C[C@@H]1C	/	0	/	/	13
COCc1cc(N2CCN(C(=O)OC(C)(C)C)C[C@H]2C)ccc1N1C[C@@H](C)O[C@@H](C)C1	/	0	/	/	-29
C[C@H](O)[C@@H]1CN2CCc3c([nH]c4c(-c5ccccc5)cccc34)[C@@H]2C[C@@H]1N(C)C(=O)Nc1ccccc1	/	16	/	/	-19
C[C@H]1[C@@H](c2ccccc2)Oc2ccc(Cl)cc2S(=O)(=O)N1Cc1cccc(F)c1	/	8	/	/	-43
O=C(NC1CCCC1)C(c1ccccc1)n1c(-c2cccc3ccccc23)nc2ccccc21 (configuration not stated)	/	-3	/	/	-34
CCCCS(=O)(=O)N1CCCc2nc(-c3ccc(Br)cc3)ccc21	/	1	/	/	19
Cc1nc2ccccc2n1C(c1cccnc1)c1nc2ccccc2[nH]1 (configuration not stated)	/	2	/	/	-12
O=C1c2ccccc2C2Cc3nnccc3CN12 (configuration not stated)	/	1	/	/	-24
C=CCCC1CN(Cc2ccc(OC)cc2)S(=O)(=O)c2c(Oc3ccc(OC)cc3)cccc2O1 (configuration not stated)	/	0	/	/	14
CCOC(=O)C1=Nc2cccc3c(O)ccc1c23	/	10	/	/	6
CCCCNC(=O)C(NC(=O)c1cccnc1OC)C(=O)c1ccccc1 (configuration not stated)	/	0	/	/	3
CCOC(=O)C1=CCN(S(=O)(=O)c2ccc(F)cc2)C1c1ccc(Cl)cc1 (configuration not stated)	/	0	/	/	22
CC(C)CNc1cccc2c1S(=O)(=O)N[C@@H](CC(C)C)CO2	/	1	/	/	-11
O=C(NCc1ccc(F)cc1)c1cccc2c1C(=O)c1ccc(Cl)cc1S2(=O)=O	/	9	/	/	0
COc1ccc(C(=O)C(=O)N2CCN(C(=O)c3cc(C(F)(F)F)cc(C(F)(F)F)c3)CC2)cc1OC	/	0	/	/	-21
Cc1cc(NC(=O)OC(C)(C)C)c(-n2nnnc2C(C(=O)c2ccc3c(c2)OCO3)N2CCN(c3ccccn3)CC2)cc1C (configuration not stated)	/	-1	/	/	-7
COC(=O)[C@]12CCCCC=C1N(CCc1ccc(OC)c(OC)c1)C(=O)[C@H](CC(=O)NCCC(C)C)C2	/	2	/	/	18

Compound activity (PubChem)
